MBNL1-CUG inh – qHTS Assay for Inhibitors of MBNL1-poly(CUG) RNA binding; Muscleblind-like protein 1 (Homo sapiens), Q9NR56; TR-FRET MBNL1-His/biotin-(CUG)12 binding, 665/545 ratio; Potency, µM (top dose mostly 57.5 µM), for inactives: at the highest dose activity change, negative = inhibition, actives largely listed as inhibitors; hit rate 0.036% among 280,000; active = well fitted inhibition curve with a large enough effect in the signal ratio, with a control signal flat, not every such curve was filed as active; inconclusive = small, poorly fitted or top-dose-only effect, or effect the other way, or a change in a side signal; inactive = no such curve, though single readings can be large or run the other way; the % refers to the signal ratio; note: potency is the fitted concentration of half-maximal effect; % is set by controls: 0 for no effect and ±100 for the full control effect
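Compounds (final 92 nM to 58 uM) are added to His-tagged MBNL1 and biotin-(CUG)12, then terbium anti-His antibody and streptavidin-XL665 (5 nM final). After 60 min at room temperature, the 665/545 nm ratio is read.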
PTAP TSG101 blk – qHTS Assay for Iinhibitors of HIV-1 Budding by Blocking the Interaction of PTAP/TSG101; Tumor susceptibility gene 101 protein (Homo sapiens), Q99816; Fluorescence polarization, FITC-PTAP peptide / Tsg101 binding; Potency, µM (doses to about 115 µM), for the others: at the top dose activity change, negative = inhibition, actives largely listed as inhibitors; 340,000 tested, under 10 active; AID 493005, 2010; active = well fitted inhibition curve with a large enough effect in the main read-out, with a control signal flat, not every such curve was filed as active; inconclusive = small, poorly fitted or top-dose-only effect, or effect the other way, or a change in a side signal; inactive = no such curve, though single readings can be large or run the other way; note: potency is the fitted concentration of half-maximal effect; % of control where 0% means no effect
Target sequence (Q99816 whole entry, looked up): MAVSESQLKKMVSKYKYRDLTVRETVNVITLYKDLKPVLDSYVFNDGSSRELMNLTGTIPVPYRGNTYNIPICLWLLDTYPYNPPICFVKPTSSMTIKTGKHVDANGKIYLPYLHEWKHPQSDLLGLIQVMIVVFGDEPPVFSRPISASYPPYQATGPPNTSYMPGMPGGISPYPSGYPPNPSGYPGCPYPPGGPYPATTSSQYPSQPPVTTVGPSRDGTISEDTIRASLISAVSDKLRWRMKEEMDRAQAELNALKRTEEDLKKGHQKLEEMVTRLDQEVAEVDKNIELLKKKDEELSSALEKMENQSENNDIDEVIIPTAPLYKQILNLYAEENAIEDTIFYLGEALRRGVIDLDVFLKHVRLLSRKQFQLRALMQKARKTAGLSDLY
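FP read-out: FITC-PTAP peptide, 50 nM final, binding Tsg101 binding domain, 10 uM final; 20 min, r.t.; 10 mM HEPES pH 7.5, 0.15 M NaCl, 0.01% Tween 20, 3 mM EDTA, 0.1 mM TCEP.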
Menin-MLL TR inh – qHTS Assay for Inhibitors Targeting the Menin-MLL Interaction in MLL Related Leukemias: Competition With Texas Red Labeled MLL-derived Mutant Peptide | hit rate 0.23% among 270,000 | O00255 | AID 1768, 2009 | Potency, µM (highest dose often 61.6 µM), for inactives: at the top dose FP activity change, negative = inhibition, usual class: inhibitors | Menin + Texas Red MLL mutant peptide, fluorescence polarization; active = well fitted inhibition curve with a large enough effect in the polarisation, with a control signal flat, not every such curve was filed as active; inconclusive = small, poorly fitted or top-dose-only effect, or effect the other way, or a change in a side signal; inactive = no such curve, though single readings can be large or run the other way; the % refers to the polarisation; note: potency is the fitted concentration of half-maximal effect; % of control where 0% means no effect; many of its hits are not listed in these tables
CXXC DNA block – qHTS Fluorescence Polarization Assay for Inhibitors of MLL CXXC domain - DNA interaction; Histone-lysine N-methyltransferase 2A (Homo sapiens), Q03164; MLL-CXXC / FITC-HOXA9 DNA fluorescence polarization; Potency, µM (doses to about 115 µM), for inactives: top-dose activity change, negative = inhibition, usual class: inhibitors; hit rate 0.037% among 290,000; active = well fitted inhibition curve with a large enough effect in the polarisation, with a control signal flat, not every such curve was filed as active; inconclusive = small, poorly fitted or top-dose-only effect, or effect the other way, or a change in a side signal; inactive = no such curve, though single readings can be large or run the other way; the % refers to the polarisation; note: potency is the fitted concentration of half-maximal effect
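Steps: dispense CXXC domain solution (7 uM) → pin compounds or unlabeled HOX-A9 DNA control → 5 min ambient → add FLSN-HOX-A9 solution (50 nM) → spin → 30 min ambient → fluorescence polarization. Tris pH 7.5/NaCl/DTT/BSA buffer.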
a7 integrin act – qHTS for Activators of Integrin-Mediated Alleviation for Muscular Dystrophy; hit rate 0.064% among 350,000; Potency, µM (top dose mostly 38.3 µM), inactives show at the highest dose activation, usual class: activators; AID 624291, 2012; alpha7betagal myoblasts, beta-gal FDG fluorescence, 48 h;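 note: potency is the fitted concentration of half-maximal effect; 100% = response of the positive control SU9516; nearly all actives have a fitted effect of over 60% in size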
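Alpha7betagal+/- myoblasts (passage 13) were plated 16-24 hr, then exposed to compounds (1:260 dilution of DMSO stock) for 48 hours at 37C. After MPER lysis, β-galactosidase reporter activity was read as FDG fluorescence (ex 480/em 540) after 30 minutes.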
ASM inhibitor – Inhibitors of Secretory Acid Sphingomyelinase (S-ASM): qHTS. placental ASM, HMU-PC fluorogenic substrate, 60 min. hit rate 0.006% among 340,000. Sphingomyelin phosphodiesterase (Homo sapiens), P17405. AID 504937, 2011. Potency, µM (highest dose often 57.5 µM), for inactives: at the top dose activity change, negative = inhibition, usual class: inhibitors; note: potency is the fitted concentration of half-maximal effect
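Fluorescence read-out (Ex 386 nm, Em 447 nm) after stopping the reaction at pH 10. Enzyme: ASM from human placenta; substrate HMU-PC0, 9 uM final; 60 min, 37 °C. Compound preincubation 10 min, ambient temperature.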
TCR act – Activators of T cell receptors: qHTS campaign | primary human leukocytes, anti-CD3, IL-2 HTRF, 48 h | Potency, µM (top dose mostly 9.22 µM), without a hit: at the top dose activation of IL-2 secretion, most hits filed as activators | 330,000 tested, under 10 active | AID 504894, 2011; note: % of control where 0% means no effect
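Activity was scored as IL-2 release from primary human leukocytes given only a TCR signal (a-CD3 beads) plus compound for 48 hr. Detection used a two-antibody HTRF format read at 665nm.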
TSHR antagonist – Antagonists of the Thyroid Stimulating Hormone Receptor: HTS campaign | hit rate 0.2% among 330,000 | TSHR-expressing cells, TSH-stimulated cAMP HTRF, 2 h; hits give low values | Thyrotropin receptor (Homo sapiens), P16473 | activity change, negative = inhibition, % at 11.5 µM;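 active = activity change below a set negative limit, meaning inhibition stronger than a set level, cut at about -70% in these data; inconclusive = activity change between two set negative limits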; note: % is set by controls: 0 for no effect and ±100 for the full control effect
Target sequence (P16473 whole entry, looked up): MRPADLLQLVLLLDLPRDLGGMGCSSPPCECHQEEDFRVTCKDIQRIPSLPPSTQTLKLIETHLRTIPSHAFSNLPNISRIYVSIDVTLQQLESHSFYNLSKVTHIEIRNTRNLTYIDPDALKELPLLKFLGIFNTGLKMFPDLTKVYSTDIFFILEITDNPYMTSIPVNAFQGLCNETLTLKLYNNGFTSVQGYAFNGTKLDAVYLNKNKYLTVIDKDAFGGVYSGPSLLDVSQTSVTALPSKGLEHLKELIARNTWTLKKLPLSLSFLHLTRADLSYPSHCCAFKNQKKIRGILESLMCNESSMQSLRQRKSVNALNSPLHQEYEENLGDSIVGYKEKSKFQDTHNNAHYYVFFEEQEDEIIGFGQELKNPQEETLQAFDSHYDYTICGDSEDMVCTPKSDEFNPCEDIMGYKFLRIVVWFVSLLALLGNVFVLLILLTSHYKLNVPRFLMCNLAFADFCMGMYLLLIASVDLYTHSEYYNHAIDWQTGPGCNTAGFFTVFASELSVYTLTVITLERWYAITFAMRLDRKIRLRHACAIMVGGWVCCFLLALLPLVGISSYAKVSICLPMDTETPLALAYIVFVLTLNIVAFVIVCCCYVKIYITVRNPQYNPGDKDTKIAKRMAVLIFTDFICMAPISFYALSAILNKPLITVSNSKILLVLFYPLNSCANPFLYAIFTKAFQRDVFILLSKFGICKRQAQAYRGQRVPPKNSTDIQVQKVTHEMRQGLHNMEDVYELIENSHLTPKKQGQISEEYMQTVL
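Cell-based HTRF cAMP assay; TSHR cells + compound, TSH EC80 (4nM final), 2 h, 37 deg C. Lysis with anti-cAMP cryptate and cAMP-d2, 30 min RT, read 665/620 nm.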
Mito fusion act – qHTS Assay for Small Molecule Inhibitors of Mitochondrial Division or Activators of Mitochondrial Fusion; S. cerevisiae fusion-defective mutant growth rescue, CellTiterGlo 48 h; Potency, µM (highest dose often 46.1 µM), inactives show top-dose growth rescue (activation), most hits filed as activators; hit rate 0.23% among 320,000; AID 485298, 2010;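 note: potency is the fitted concentration of half-maximal effect; % of control where 0% means no effect; nearly all actives have a fitted effect of over 45% in size; temperature-sensitive fusion mutants such as fzo1-1 at 37 °C on non-fermentable ethanol glycerol medium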
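Luminescent cell viability in 1536-well qHTS format served as the measure of rescued growth in ts fusion-mutant S. cerevisiae cultured on non-fermentable YPEG for 48 hours at 37C.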
A-T KAP1 phos – qHTS Assay for Identifying a Potential Treatment of Ataxia-Telangiectasia | […] A-T fibroblasts, KAP-1 phosphorylation AlphaLISA; neocarzinostatin DNA damage 30 min before lysis | Potency, µM (highest dose often 57.5 µM), without a hit: at the highest dose activation, actives largely listed as activators | hit rate 0.19% among 320,000; note: potency is the fitted concentration of half-maximal effect; % of control where 0% means no effect; nearly all actives have a fitted effect of over 45% in size
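hTERT-immortalized A-T patient fibroblasts ([…]), 500 cells/well in OPTI-MEM, 1% FBS, got compounds for 60 min, then NCS for 30 min at 37C. Lysates were then assayed for phospho-KAP-1 by AlphaLISA (anti-pKAP1 donor, anti-KAP1 acceptor beads), 6 hr at 25C.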
Starred values were filed as active, the others as inactive; ? = inconclusive; / = no result given; & = joins results of further samples; [ ] = another dose, or the depositor's remark. Unless noted, calls come from the whole dose curve; as a rule, active = well fitted curve in the direction sought with a large enough effect; inconclusive = small, poorly fitted or top-dose-only effect, or another doubt; inactive = no such curve, though single readings can be large; an effect the other way counts as inactive or inconclusive. A portion of the library; the hit share may differ from the screen's.

SMILES	MBNL1-CUG inh	PTAP TSG101 blk	Menin-MLL TR inh	CXXC DNA block	a7 integrin act	ASM inhibitor	TCR act	TSHR antagonist	Mito fusion act	A-T KAP1 phos
COc1ccc(CCNC(=O)COC(=O)/C=C/c2ccc(OCC#N)c(OC)c2)cc1	0%	-2%	10%	12%	2%	4%	1%[46.1 µM]	2	-6%	7%
CC1CN(Cc2ccco2)C(=S)N(c2ccccc2)C1=O (configuration not stated)	/	-4%	/	/	0%	3%	-1%	/	/	/
COc1ccc(N(CC(=O)N2CCc3ccccc3C2)S(=O)(=O)c2c(C)[nH]c(=O)[nH]c2=O)cc1	-5%	-8%	3%[11.7 µM]	-1%	-2%	2%	-1%	5	-2%	14%
CCOCCOC(=O)c1cccc2c1-c1ccccc1C2=O	?	-6%	0%	27%	?	-1%	-1%	-1	12%	0%
CCCc1cc(=O)[nH]c(SCC(=O)Nc2cc(S(=O)(=O)N3CCOCC3)ccc2Cl)n1	/	-5%	/	/	-8%	-3%	1%[46.1 µM]	-9	/	8%
Cc1ccccc1N(CC(=O)N/N=C/c1ccccc1Cl)C(=O)c1ccccc1	-11%	-2%	-9%	18%	-1%	-3%	-1%	18	0%	5%
CN1CCN(NC(=O)c2cccs2)CC1	-3%	-2%	-5%	9%	6%	4%	5%	-3	-3%	-2%
Cc1cc(C)n(CNc2nc(C(F)(F)F)cs2)n1	17%	-3%	8%	0%	-1%	1%	1%	-5	4%	4%
CCOC(=O)c1c(NCCN(C)C)c2ccccc2[nH]c1=O	-13%	-1%	/	3%	4%	5%	4%	-1	0%	-6%
O=C(Nc1cccc(O)c1)C1CCCN1C(=O)OCc1ccccc1 (configuration not stated)	-2%	-4%	13%	-4%	-7%	0%	0%	17	-2%	0%
CCOC(=O)CSc1cc(CS(C)(=O)=O)nc(-c2ccccn2)n1	-10%	1%	-14%	5%	-10%	2%	4%	5	5%	-1%
COc1ccc(N=Nc2ccc(O)c3ncccc23)cc1	8%	0%	/	-23%	-50%[inhibitor]	-7%	13%	20	7%	-82%[inhibitor]
CCOCCCNC(=O)c1ccccc1SC	-2%	-6%	8%	4%	14%	1%	1%	-6	1%	5%
CCc1nn(C(CC)C(=O)NCc2cccc(OC)c2)c(=O)c2cc3occc3n12 (configuration not stated)	9%	-6%	-5%	-3%	0%	0%	0%	-8	?	7%
CNc1ccc(Oc2nc([N+](=O)[O-])nn2C)cc1	?	1%	-11%	23%	-3%	-1%	3%	1	7%	0%
CCOc1ccc(C2CC(c3ccc(F)cc3)Nc3nc(N)nn32)cc1 (configuration not stated)	-5%	-2%	-6%	0%	20%	2%	0%[46.1 µM]	8	-1%	1%
CN(CCCS(=O)(=O)[O-])c1ccc(/C=C/c2ccc3ccccc3[n+]2C)cc1	?	-5%	?	14%	-31%	4%	12%	-8	-23%	3%
CC(C)(C)N1CC23C=CC(C[C@@H]2C1=O)O3 (some centres not stated)	/	-3%	/	/	-2%	4%	12%	6	-8%	-8%
CC(C)c1ccc(/C=N/n2c(COc3ccccc3)n[nH]c2=S)cc1	-4%	-2%	28%	14%	-8%	-16%	-2%	-11	-15%	-4%
CCC1(CC)C(=O)NC(=O)NC1=NCCc1ccc(O)cc1	-3%	1%	0%	3%	-1%	4%	4%	34	-1%	/
CCc1nc(SCC(=O)Nc2c(C)n(C)n(-c3ccccc3)c2=O)n[nH]1	4%	-1%	2%	-4%	0%	-1%	0%	5	2%	3%
CCOC(=O)CCn1c2nc(C)cc(C)c2c(=O)n1-c1ccccc1	-1%	-2%	10%	2%	-17%	8%	-7%	3	0%	7%
CC(=O)CCS(=O)(=O)c1ccc(NC(C)=O)cc1	8%	-3%	5%	34%[activator]	-34%[inhibitor]	3%	/	9	-2%	/
CC(NC(=O)COc1ccc(/C=N/NS(=O)(=O)c2ccccc2)cc1)c1ccccc1 (configuration not stated)	5%	-6%	6%	-6%	14%	-4%	0%	-5	-2%	-2%
O=C(c1ccccc1)c1cc(Cl)ccc1N1C(=O)C=CC1=O	2%	1%	-20%	21%	-64%[inhibitor]	-3%	/	-9	-3%	?
Cc1ccc(C(=O)N(Cc2ccc3c(c2)OCO3)Cc2nc3ccccc3c(=O)[nH]2)cc1	8%	-11%	?	5%	-34%	-5%	-2%	-1	5%	/
Cc1cc(CNC(=O)Nc2ccc3c(c2)OCO3)nn1C	-3%	1%	13%	-3%	9%[7.66 µM]	4%	-3%	/	-5%	/
Cc1ccc2c(c1)-c1cc(C)nn1C(c1ccc3c(c1)OCO3)N2 (configuration not stated)	0%	1%	17%	4%	13%	8%	2%	-5	4%	2%
Clc1ccc(-c2nc(/C=N/N3CCOCC3)c3ccccn23)cc1	?	0%	-1%	14%	15%	0%	-1%	22	0%	-8%
CCOC(=O)C1=C(N)Oc2c(oc(CO)cc2=O)C1c1ccccc1 (configuration not stated)	2%	-2%	-1%	4%	5%	-2%	-41%	-8	-3%	8%
C=CCN1CCc2c(cc(O)c(O)c2Cl)C(c2ccccc2)C1 (configuration not stated)	7%	0%	7%	-11%&1%	/	5%	-1%	-7&-5	?	11%
O=C(Nc1ccccc1Cl)NC1(C(=O)NCc2ccncc2)CCCCC1	-3%	1%	17%	-6%	22%	7%	-5%	-10	3%	-13%
O=C(CSc1nc2ccccc2c(=O)n1-c1ccccc1)N1CCCC1	0%	-2%	2%	-1%	-19%	0%	3%	5	2%	-3%
COCc1ccc(C(=O)N2CCCC(N3CCN(c4ccccc4C)CC3)C2)s1 (configuration not stated)	4%	-4%	/	6%	22%	0%	-9%	-4	4%	7%
O=C(O)c1cc(=O)c2ccccc2[nH]1	/	3%	?	?	-36%	5%	2%	-10&38	4%&-1%	9%
CCOC(=O)C(C)Oc1cc(Cl)c(C=O)cc1OC (configuration not stated)	3%	-2%	7%	4%	-17%	0%	2%	-3	-3%	-6%
CC(C)[C@H](NC(=O)OCc1ccccc1)C(=O)OCC(=O)N1C(C)CCCC1C (some centres not stated)	/	2%	/	/	-19%	0%	6%	/	/	/
O=C(CSc1ccsc1[N+](=O)[O-])NCc1ccccc1	?	-3%	44%[activator]	3%	-8%	0%	1%	-4	5%	-7%
COc1ccc(CN(C)CCc2ccccn2)c(OC)c1OC	5%	-5%	9%	2%	2%	5%	0%	26	0%	6%
COc1ccc(C2=NN(C(=O)c3ccc(Cl)c([N+](=O)[O-])c3)C(c3ccccc3)C2)cc1 (configuration not stated)	-2%	-7%	9%	11%	-60%[inhibitor]	-9%	-4%	-2	8%	-2%
O=C(c1ccc(Br)cc1)c1sc(N2CCOCC2)nc1-c1ccccc1	11%	1%	-9%	7%	-3%	?	13%	3	5%	3%
COc1ccc(OCCCC(=O)Nc2cccc(SC)c2)cc1	-24%	-1%	-5%	-2%	19%	-3%	7%[46.1 µM]	3	10%	1%
CC(=O)Nc1ccc(N2CCN(c3ccc(F)cc3)CC2)cc1	-4%	-3%	29%	21%	-21%	-1%	12%	-7	-4%	-7%
NC(=O)c1cc(Cl)ccc1OCC(=O)NC1CC1	/	-1%	/	/	3%	1%	0%[46.1 µM]	4	/	2%
CCC(C)(C)n1nnnc1C(c1ccc(OC)c(OC)c1)N1CCN(c2cccc(OC)c2)CC1 (configuration not stated)	-4%	-1%	0%	5%	6%	1%	-1%	1	-1%	2%
NC(=O)CC(NC(=O)c1ccccc1)c1ccc(NC2CCC2)c([N+](=O)[O-])c1 (configuration not stated)	?	-9%	/	32%[activator]	-5%	-2%	-15%	2	-7%	-41%
Cc1ccc(NC(=S)N(C)C(c2ccccc2)c2ccccc2)cc1C	-6%	-6%	40%[activator]	3%	-49%[inhibitor]	-7%	8%	-12	-47%[inhibitor]	2%
CCC1(c2ccccc2)NC(=O)N(CC(=O)Nc2cc(C(F)(F)F)ccc2N2CCCC2)C1=O (configuration not stated)	/	-1%	/	/	20%	-5%	-1%	-6	-1%	1%

Bioassay records deposited in PubChem by National Center for Advancing Translational Sciences (NCATS).
